CFTR F508del cor: CFTR F508del correction in bronchial cells; CFBE cells, YFP halide quenching; stimulated with forskolin plus potentiator P3; % fluorescence drop versus neutral controls; activity (quench increase), % at 7.58 µM; actives 0.36% (n = 350,000);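 active means mean added fluorescence quench of at least 8% versus neutral control, with both replicates also reaching 8%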;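 further: cells transiently co-express mutant CFTR-F508del with the halide-sensitive YFP; corrector assay measuring rescue of mutant channel to the surface after 24 h compound exposure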
ERAP1 HTS inh: ERAP1 (human) enzyme inhibition | recombinant ERAP1, Leu-AMC fluorescence, 60 min | inhibition, % at 10.7 µM | actives 0.15% (n = 340,000) | AID 652197;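 active means mean replicate inhibition of at least 30%, or all replicates individually reaching that 30% level; inactive means mean below 30% and not every replicate reaching it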;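 further: 0% = neutral control wells and 100% = L-leucinethiol positive control wells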
ARNT-TACC3 inh: ARNT/TACC3 interaction disruption; Q9Y6A5; AlphaScreen His-ARNT PAS-B/GST-TACC3 binding, luminescence; TACC3 fragment carries E629A point mutation; inhibition, % at 9.99 µM; actives 0.66% (n = 390,000); AID 623870;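 active means mean inhibition of replicates at least 50% and at least half of replicates each reaching 50%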;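 further: 0% = complete ARNT plus TACC3 wells and 100% = ARNT alone without TACC3; many hits fall short of the cut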
INS-1E GSIS act: primary screen for activators of insulin secretion dependent on glucose, INS-1E cells, GLuc reporter luminescence; INS-1E GLuc reporter insulin secretion, 2-3 h; activation, % at 16.6 µM; AID 743287; actives 0.61% (n = 370,000);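 active means lowest replicate activation of at least 40%, so every replicate reaches that level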;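 further: 0% = median of neutral control wells and 100% = median of IBMX positive control wells; some compounds called inactive have numbers as strong as hits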
XiGFP reactiv: reactivates the inactive X chromosome in mouse fibroblasts. XiGFP mouse fibroblasts, % GFP-positive cells imaging, 3 d; cells co-treated with 5-aza-dC sensitizer; scaled so ellipticine positive control = 100%. activation, % at 7.58 µM. actives 0.055% (n = 360,000). AID 743238;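 active means mean normalized replicate activation at least 10% and every replicate at or above 10%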;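 further: 0% = median of on-plate neutral control wells and 100% = ellipticine 6 µM median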
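Material: XiGFP fibroblasts, SV40-immortalized; Buffer or medium: DMEM containing 5-aza-dC; Compound dosing: single point; Times: 3 days compound exposure.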
RAD54 branch: inhibitors of human RAD54 branch migration | RAD54 Holliday junction branch migration, FAM/BHQ fluorescence | actives 0.14% (n = 360,000) | Q92698 | inhibition, % at 10.4 µM;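 active means mean normalized replicate activity at least 40 and at least half of replicates scoring 40 or more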;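 further: 0% = median of neutral control wells and 100% = median of positive control wells; inhibitors cause a drop in the FAM fluorescence signal; in these data hits start at about 50%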
Target sequence (Q92698 whole entry, looked up): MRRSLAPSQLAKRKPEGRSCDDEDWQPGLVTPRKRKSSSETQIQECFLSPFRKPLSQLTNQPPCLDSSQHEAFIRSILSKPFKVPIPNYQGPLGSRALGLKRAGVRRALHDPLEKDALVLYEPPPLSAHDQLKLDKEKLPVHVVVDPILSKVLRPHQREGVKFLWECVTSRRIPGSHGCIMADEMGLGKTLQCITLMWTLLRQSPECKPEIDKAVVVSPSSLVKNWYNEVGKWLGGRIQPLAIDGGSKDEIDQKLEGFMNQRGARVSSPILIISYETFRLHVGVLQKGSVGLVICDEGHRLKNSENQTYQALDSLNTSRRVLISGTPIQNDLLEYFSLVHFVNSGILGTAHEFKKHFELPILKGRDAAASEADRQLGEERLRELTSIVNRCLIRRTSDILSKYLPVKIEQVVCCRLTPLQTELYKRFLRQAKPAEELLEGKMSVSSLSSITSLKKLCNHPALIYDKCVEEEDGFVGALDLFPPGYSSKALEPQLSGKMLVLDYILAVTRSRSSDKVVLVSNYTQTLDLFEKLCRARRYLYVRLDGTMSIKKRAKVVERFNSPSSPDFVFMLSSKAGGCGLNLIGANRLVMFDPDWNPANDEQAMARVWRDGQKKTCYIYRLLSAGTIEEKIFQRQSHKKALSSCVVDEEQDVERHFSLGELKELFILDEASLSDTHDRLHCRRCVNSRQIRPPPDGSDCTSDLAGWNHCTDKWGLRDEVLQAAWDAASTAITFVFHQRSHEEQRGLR
esBAF inh: SWI/SNF esBAF complex inhibition. mouse ES cells, Bmi1-luciferase knock-in reporter, 24 h; 100% = twice the neutral-well signal. reporter increase, % at 12.5 µM. actives 2% (n = 350,000); in the data active means activation above about 40%;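 further: 0% = median of the plate's neutral control wells and 100% = double that signal; a rise in the Bmi1 reporter signal indicates esBAF inhibition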
RAD52 inh: blocks human RAD52 DNA annealing | P43351 | recombinant RAD52 DNA annealing, FRET fluorescence | inhibition, % at 18.7 µM | actives 0.46% (n = 360,000);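 active means every replicate showing at least 50% inhibition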
Active calls of the source: *; nt = not tested or not shown.

Structure,esBAF inh,ARNT-TACC3 inh,XiGFP reactiv,INS-1E GSIS act,CFTR F508del cor,RAD54 branch,RAD52 inh,ERAP1 HTS inh
CCCN1CCC(=O)N(CCO)CC1,-21,-2,0.1,4,1.2,-10,-6,5
COC(=O)C[C@@H]1CC[C@H]2[C@H](COc3ccc(NS(C)(=O)=O)cc3C(=O)N2C)O1,-1,0,0.0,2,0.3,-5,nt,nt
COC(=O)[C@]12C[C@H](CC(=O)NCCc3ccccc3OC)C(=O)N(CCC3=CCCCC3)C1=C[C@H](C(C)(C)C)O[C@@H]2C,nt,nt,0.2,41*,2.6,nt,-8,-3
C[C@H](CO)N1C[C@H](C)[C@@H](CN(C)C(=O)Cc2cccnc2)Oc2cc(C#CC3(O)CCCC3)ccc2S1(=O)=O,-3,15,-0.9,-2,nt,4,4,-1
COc1ccc(S(=O)(=O)N(C)C[C@H]2Oc3ccc(N(C)C)cc3CC(=O)N([C@@H](C)CO)C[C@H]2C)cc1,5,3,0.2,5,-1.3,-8,14,3
Cc1ccc(S(=O)(=O)Nc2ccc3c(c2)C(=O)N([C@@H](C)CO)C[C@@H](C)[C@H](CN(C)C(=O)Nc2ccccc2)O3)cc1,-2,-9,0.1,19,-3.2,-9,5,12
COc1ccc(CN(C)C[C@@H]2Oc3ccc(NC(=O)Nc4ccc(F)cc4)cc3C(=O)N([C@H](C)CO)C[C@@H]2C)cc1,-2,-3,0.0,0,0.3,8,27,-11
O=C(NCc1ccc2c(c1)OCO2)c1cc(-c2cc(Cl)ccc2O)n[nH]1,-17,5,0.1,19,-0.9,-4,-14,-2
C=C(C)COc1ccc(-c2nc(N)nc(C(F)(F)F)c2-c2ccc(OC)cc2)c(O)c1,3,4,-0.1,9,-1.3,1,-36,1
COc1ccc(C(=O)NCC(c2ccccc2)c2ccccc2)cc1S(=O)(=O)N1CCOCC1,5,4,0.0,-33,-0.8,-19,-9,4
O=c1cc(-c2ccccc2)nc2c(-c3ccccc3)c(C(F)(F)F)[nH]n12,nt,nt,0.0,1,0.7,2,-9,-9
Cc1ccccc1NC(=O)CCC(=O)N/N=C/c1cccnc1,-10,-4,0.0,14,1.0,-5,-1,-1
CN(C)CC(=O)N[C@H]1CC[C@H](CCn2cc(CN(C)C)nn2)O[C@H]1CO,-3,nt,0.0,0,-1.2,-15,73*,1
CNC(=O)c1[nH]cnc1C(=O)Nc1ccccn1,nt,24,0.0,34,-2.4,nt,-23,-1
COc1cc(C(=O)Nc2nnc(CC(C)C)s2)c([N+](=O)[O-])cc1OC,nt,25,0.1,1,0.7,7,-3,1
O=C(NCC[C@@H]1CC[C@@H](NC(=O)C2CC2)[C@@H](CO)O1)Nc1ccc(Cl)cc1,12,-1,-0.2,-2,-1.5,5,15,-2
C[C@H]1CCCCO[C@@H](CN(C)S(=O)(=O)c2ccc(F)cc2)[C@@H](C)CN([C@@H](C)CO)C(=O)c2cc(NS(=O)(=O)c3ccc(Cl)cc3)ccc2O1,-3,16,0.0,16,0.0,-5,7,0
COc1ccc(S(=O)(=O)Nc2ccc3c(c2)C(=O)N([C@H](C)CO)C[C@H](C)[C@H](CN(C)C(=O)Nc2ccc4c(c2)OCO4)O3)cc1,-4,nt,0.0,2,-1.5,nt,nt,nt
CC1=C(C(=O)OC(C)C)C(c2cccs2)NC(=O)N1 (stereo not given),-4,-4,0.2,-7,-1.7,5,3,15
CCCCN1CC(Br)C(=O)NC1=O (stereo not given),-13,3,0.0,7,-5.5,-6,7,-2
COc1ccc(C(=O)C2CCCN(C(=O)c3cccs3)C2)cc1F (stereo not given),nt,-1,0.0,-6,-0.5,nt,-6,-3
CCc1ccc(OC)c(S(=O)(=O)NCCOc2ccccc2)c1,-8,-2,nt,-10,-0.1,4,6,-6
Cc1oc(C(=O)O)cc1COc1cccc2ccccc12,-7,-6,0.0,-17,-3.8,-9,-7,1
C[C@@H]1CN([C@@H](C)CO)C(=O)c2cccc(NC(=O)C3CCOCC3)c2O[C@H]1CN(C)Cc1ccc(Cl)c(Cl)c1,3,-6,0.0,-8,-2.3,-2,6,1
O=C(NNC(=O)c1ncc(Cl)c(Cl)c1Cl)c1ccc(F)cc1,1,-4,0.2,-4,0.2,1,-15,-7
CCCCN1C(=O)C(CC(=O)NCC2CCCCC2)CC(C(=O)N(C(C)C)C(C)C)=C1C (stereo not given),-4,nt,-0.1,-7,-0.8,0,-17,nt
O=C(O)C[C@@H]1C=C[C@H](NC(=O)Nc2ccccc2)[C@@H](CO)O1,-1,-3,0.4,11,-1.0,5,-4,2
C[C@@H]1CCCCO[C@@H](CN(C)C(=O)Nc2cccc3ccccc23)[C@@H](C)CN([C@H](C)CO)C(=O)c2cc(NS(=O)(=O)c3cn(C)cn3)ccc2O1,3,-3,-0.2,10,0.0,-11,nt,nt
Cc1ccsc1CNC(=O)C1(C)CCN1C(C)C (stereo not given),-1,nt,1.6,7,-1.0,3,-6,8
C[C@H]1CN([C@@H](C)CO)S(=O)(=O)c2ccc(C#CCN(C)C)cc2O[C@H]1CN(C)C(=O)CN(C)C,-3,-4,-0.8,1,1.2,-17,2,-3
CCOc1ccccc1C(=O)Nc1cc(C)ccc1NC(=O)c1ccco1,-4,-5,0.1,-6,-0.2,-5,-7,-1
CC(C)OC(=O)c1cc(Cl)c(=O)n(Cc2ccc(Cl)cc2Cl)c1,8,-3,0.0,-20,0.4,-7,-7,-2
COc1ccc(NC(=O)Nc2ccc3c(c2)C(=O)N([C@@H](C)CO)C[C@@H](C)[C@H](CN(C)S(=O)(=O)c2ccccc2)OCCCC[C@@H](C)O3)cc1,13,-5,0.0,10,1.3,-4,-5,2
Cn1nnnc1SCC(=O)NC1CCCc2ccccc21 (stereo not given),nt,nt,0.0,5,-1.7,nt,9,0
Cc1cc(-c2ccc(Cl)cc2)n2nc(C)cc2n1,-9,-3,-0.1,80*,0.2,0,0,1
C/C(=N\OCC(=O)OCC(=O)N(C)c1ccccc1)c1ccc2c(c1)OCO2,-4,-9,0.3,26,-2.0,6,-12,-2
Cn1cccc1C(=O)N1CCN(S(=O)(=O)c2ccccc2)CC1,nt,0,0.3,8,0.3,nt,-9,-5
CCOc1ccc(CCNC(=O)c2sc3nc4n(c(=O)c3c2C)CCC4)cc1,1,nt,0.1,6,-0.3,6,-6,-2
COc1ccc(Cl)cc1-n1c(=S)sc2c(=O)[nH]c(SCC(=O)NCC3CCCO3)nc21 (stereo not given),-7,-2,nt,4,nt,-12,nt,nt
COc1ccc(CN(C)C[C@@H]2OCCCC[C@@H](C)Oc3ccc(NC(=O)Nc4c(C)noc4C)cc3C(=O)N([C@@H](C)CO)C[C@@H]2C)cc1,-3,24,-0.5,25,0.5,3,7,-3
CCNC(=O)Nc1ccc2c(c1)C(=O)N(C)[C@H]1CC[C@H](CC(=O)Nc3ccc(C)cc3)O[C@@H]1CO2,3,-3,0.2,1,2.5,-5,-5,-4
O=c1[nH]cnc2c1sc1nc(-c3ccccc3)c3c(c12)CCCC3,nt,-5,0.1,12,0.1,nt,-26,-4
CC(C(=O)N(C)C)N(C#N)c1nc(N(C)C)nc(N(C)C)n1 (stereo not given),-9,-2,nt,23,nt,9,nt,nt
CCOC(=O)C(=CNc1ccc(N2CCOCC2)cc1)C(=O)OCC,0,3,0.3,-6,-1.3,-7,3,3
O=C(CCC(=O)N1CCOc2ccc(Cl)cc21)N1CCN(c2ccccn2)CC1,-4,0,-0.2,-28,8.3*,-14,0,1
COc1cc(C)ccc1OCc1cc(C(=O)N2CCC(c3ccc(F)cc3)C2)no1 (stereo not given),82*,-5,0.2,-2,-3.3,4,-106,-2
CN(C)S(=O)(=O)c1ccc(Cl)c(NC(=O)COC(=O)c2cc(-c3ccccc3)nc3ccccc23)c1,nt,1,0.0,11,-1.5,5,-5,-6
O=C1N=c2ccccc2=C1c1sc(=S)n(NC(=O)c2ccccc2)c1O,nt,2,-0.1,2,-3.9,22,-18,3
COCCNC(=O)Cn1nc(Cc2ccncc2)c2ccccc2c1=O,-1,24,0.0,10,2.4,0,2,1
Nc1cc(N)nc(SCC(=O)NC(=O)NC2CCCC2)n1,-4,9,0.1,3,3.8,5,1,-4
CC(C)(C)NC(=O)C(Cc1ccccc1)N1C(=O)c2ccccc2C1=O (stereo not given),-6,-3,0.0,nt,0.4,-5,2,1
Nc1ccccc1-c1ccccc1N,nt,-8,0.0,2,-0.5,nt,1,-1
Cc1ccc(S(=O)(=O)NCc2ccncc2)cc1C,-26,-2,-0.3,-37,-1.3,nt,-14,-2
Cc1ccc(NC(=O)CCSc2nnc(Cc3ccccc3)o2)cc1,nt,-7,0.0,-5,nt,-11,-14,0
C[C@H](CO)N1C[C@H](C)[C@H](CN(C)S(=O)(=O)c2ccc(F)cc2)Oc2ccc(NC(=O)c3ccncc3)cc2CC1=O,1,-7,1.2,8,1.7,-7,-9,-1
O=C(CSC1=NS(=O)(=O)c2ccccc2N1)Nc1nccs1,-2,-2,0.0,4,-2.9,2,2,2
Cc1ccc(NC(=O)c2csc3c2CCCC3)cc1,nt,0,0.2,-14,0.2,nt,-20,2
Cc1ccc(S(=O)(=O)c2nc(-c3ccco3)oc2N2CCC(C)CC2)cc1,4,0,0.2,9,2.6,-4,-38,-2
COc1cc(/C=C2\SC(c3ccccc3)=NC2=O)cc(Cl)c1O,nt,4,0.9,2,0.5,nt,-14,5
CCC(=O)N(C)C[C@H]1Oc2cc(C#CC(C)(C)O)ccc2S(=O)(=O)N([C@H](C)CO)C[C@H]1C,-2,-5,0.0,10,-0.4,-7,-4,1

Remaining list, next part.
Structure,esBAF inh,ARNT-TACC3 inh,XiGFP reactiv,INS-1E GSIS act,CFTR F508del cor,RAD54 branch,RAD52 inh,ERAP1 HTS inh
C[C@@H]1CN([C@H](C)CO)C(=O)c2cc(NC(=O)Cc3ccccc3)ccc2O[C@@H]1CN(C)Cc1ccc(Oc2ccccc2)cc1,-8,8,0.3,-23,0.0,2,-39,0
COc1ccc(C)cc1NC(=O)CCNC(=O)Cn1ccc2ccccc2c1=O,2,-2,0.7,18,-0.1,14,13,-4
Oc1ccc(Cl)cc1/C=C/c1ccc2cccc(O)c2n1,nt,nt,0.1,-16,2.6,nt,-13,9
Cc1cccc(N/C(N)=N/c2nc(CSc3ccc(Cl)cc3)cc(=O)[nH]2)c1,nt,nt,0.2,10,-4.1,nt,-9,1
O=C(c1cnc2sccn2c1=O)N1CCCc2ccccc21,-1,1,-0.1,20,-0.5,-8,-6,1
OC[C@@H]1CN(CCN2CCOCC2)C[C@H](n2cnc3c(Nc4ccccc4)ncnc32)O1,-2,nt,0.0,nt,2.7,-11,-9,-1
COc1ccccc1N1CCN(c2ccc3c(c2)S(=O)(=O)c2cccc(C(=O)NCc4cccc(F)c4)c2C3=O)CC1,3,nt,0.0,-29,-4.4,0,-18,nt
C[C@H]1CN([C@@H](C)CO)C(=O)c2cc(NC(=O)c3ccncc3)ccc2O[C@@H]1CN(C)C(=O)Nc1ccccc1,-2,6,-0.5,14,0.5,-7,3,0
C[C@H]1CN([C@@H](C)CO)S(=O)(=O)c2ccc(C#Cc3cccc(F)c3)cc2O[C@@H]1CN(C)C(=O)NC1CCCCC1,-45,-6,-0.2,-27,4.2,8,-1,-1

Bioassay records: PubChem BioAssay, Broad Institute

This is a random part of the collection; any-hit rate near 3.3%.
